NadD block: NadD (S. aureus) enzyme inhibition. purified NadD enzyme, colorimetric absorbance read-out. inhibition, % at 20 µM. 360,000 compounds, 0.78% hits. AID 602399; in the data active = inhibition above about 26%; also: some compounds past the cut are filed as inactive
Rpn11 inh: Rpn11 (human) deubiquitinase inhibition | human 26S proteasome, Ub4-pepOG fluorescence polarization; 20S core pre-blocked with epoxomicin | calls only at 20 µM | 360,000 compounds, 0.59% hits;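 active = inhibition at 20 µM, scaled to each plate's controls, above about 33%, limit read from the data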
Target sequence (O00487 whole entry, looked up): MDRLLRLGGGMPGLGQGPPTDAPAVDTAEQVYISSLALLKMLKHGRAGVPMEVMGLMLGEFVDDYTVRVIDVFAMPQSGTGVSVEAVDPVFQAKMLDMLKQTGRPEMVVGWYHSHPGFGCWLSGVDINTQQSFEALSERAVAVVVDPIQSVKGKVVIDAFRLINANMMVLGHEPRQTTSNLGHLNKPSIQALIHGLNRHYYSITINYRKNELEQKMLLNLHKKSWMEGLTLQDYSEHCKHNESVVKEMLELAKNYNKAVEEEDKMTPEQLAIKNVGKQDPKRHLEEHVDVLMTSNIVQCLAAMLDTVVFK
CSN deneddyl inh: inhibitors of human CSN-mediated cullin deneddylation; Q92905; Purified CSN, SCF-Nedd8-OG deneddylation, fluorescence polarization; inhibition, % at 12.5 µM; 360,000 compounds, 0.38% hits;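 active = pattern-corrected inhibition above about 35%, with an unprinted fluorescence ratio check between 0.5 and 1.5, limit read from the data, passing the limit was not always enough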;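 also: 0% = enzyme with substrate and 100% = substrate without enzyme; some results filed as inactive read as strong as hits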
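assay system = purified human Csn5 enzyme expressed in HEK293T cells | amount = 0.24 nM enzyme | buffer or medium = Tris/NaCl/DTT buffer, pH 7.5 | reagent = 10 nM SCFSkp2-Nedd8OG | compound = one concentration, 12.5 µM, 0.25% DMSO | times = 90 min reaction at room temperature | signal = FP | read-out basis = % inhibition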
Neddylation inh: blocks human cullin neddylation | P61081+Q13564 | TR-FRET cullin neddylation, biochemical | calls only at 25 µM | 360,000 compounds, 0.58% hits | AID 651699; in the data active = inhibition above about 36%
Target sequence (P61081 whole entry, looked up): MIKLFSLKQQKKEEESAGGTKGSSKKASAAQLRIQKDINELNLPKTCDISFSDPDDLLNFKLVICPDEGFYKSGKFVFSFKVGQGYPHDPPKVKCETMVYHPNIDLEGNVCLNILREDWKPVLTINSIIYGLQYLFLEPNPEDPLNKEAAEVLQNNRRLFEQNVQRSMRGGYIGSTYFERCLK
Target sequence (Q13564 whole entry, looked up): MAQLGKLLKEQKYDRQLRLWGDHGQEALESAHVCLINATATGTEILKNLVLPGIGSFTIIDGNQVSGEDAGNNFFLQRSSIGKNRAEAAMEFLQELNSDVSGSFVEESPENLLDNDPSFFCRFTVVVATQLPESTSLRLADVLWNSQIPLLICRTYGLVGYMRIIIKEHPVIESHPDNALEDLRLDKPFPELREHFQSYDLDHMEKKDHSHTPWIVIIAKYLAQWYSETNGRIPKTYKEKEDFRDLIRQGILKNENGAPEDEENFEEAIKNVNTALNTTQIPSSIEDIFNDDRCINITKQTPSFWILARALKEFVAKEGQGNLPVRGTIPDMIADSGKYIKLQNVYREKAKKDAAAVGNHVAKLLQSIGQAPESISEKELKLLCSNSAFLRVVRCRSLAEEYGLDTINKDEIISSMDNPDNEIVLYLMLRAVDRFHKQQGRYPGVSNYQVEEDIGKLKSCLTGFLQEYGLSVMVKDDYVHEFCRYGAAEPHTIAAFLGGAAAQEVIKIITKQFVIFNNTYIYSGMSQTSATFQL
Rin1-Abl PPI inh: inhibitors of human Rin1-Abl protein interaction. TR-FRET Rin1/Abl binding, biochemical. inhibition, % at 7.35 µM. 360,000 compounds, 0.4% hits; in the data active = inhibition above about 5%, passing the limit was not always enough
DNMT1 inh: blocks human DNA methyltransferase DNMT1. AID 588458. inhibition (reported as % activation of signal), % at 10 µM. 360,000 compounds, 0.83% hits. DNMT1 molecular beacon, Hinp1I cleavage, fluorescence; in the data active = inhibition above about 50%
LMPTP block: LMPTP (human) inhibition; 360,000 compounds, 0.22% hits; recombinant LMPTP-A, OMFP fluorogenic substrate, fluorescence intensity; P24666; inhibition, % at 20 µM; AID 651560;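 active = compounds that cut the enzyme signal by at least half of the control window in the single-dose screen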;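 also: plate controls were DMSO wells with enzyme plus substrate for no effect and substrate without enzyme for full effect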
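Test system: LMPTP-A phosphatase enzyme; input: 0.625 nM LMPTP-A final; reagent: OMFP substrate, 400 µM final; compound dosing: 20 µM single dose, 3% DMSO; incubation: 50 min dark incubation at room temperature; measured by: endpoint fluorescence intensity from OMFP dephosphorylation; measure: % inhibition relative to no-enzyme and uninhibited control wells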
Scp1 inh: inhibitors of human Scp-1 phosphatase | Q9GZU7 | Recombinant Scp1, phosphopeptide, malachite green phosphate absorbance | inhibition, % at 20 µM | 340,000 compounds, 0.88% hits;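 active = inhibition above about 50% at 20 µM, limit read from the data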;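 also: plate controls were DMSO wells with enzyme for no effect and wells lacking enzyme for full effect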
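Test system: SCP-1 phosphatase catalytic domain, residues 76-261; measured by: colorimetric phosphate reagent with accelerator and stabiliser, absorbance at 630 nm; timing: enzyme reaction 45 min at room temperature, colour 5 min, stabilisation 30 min; also added: Phosphorylated 17-residue peptide substrate; compound dosing: one concentration, 20 µM, with 1.0% DMSO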
SUMO1 PPI mod: alters human SUMO1 binding to SIM partners; P63165; SUMO1 binding to a labelled peptide, TR-FRET, 1 h; inhibition, % at 20 µM; 360,000 compounds, 0.33% hits; in the data active = inhibition above about 37%
STEP block: STEP (human) phosphatase inhibition; AID 588621; recombinant STEP, OMFP fluorogenic substrate, fluorescence; inhibition, % at 20 µM; P54829; 360,000 compounds, 0.25% hits;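 active = inhibition at 20 µM, scaled per plate between control wells, above about 37%, limit read from the data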;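 also: 0% = DMSO with enzyme and substrate and 100% = substrate only without enzyme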
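Assay system: isolated STEP enzyme. Buffer or medium: pH 6.0 Bis-Tris with DTT and Tween 20. Also added: fluorogenic phosphatase substrate OMFP at 25 µM final. Dosing: 20 µM, 1% DMSO. Timing: 20 min reaction, room temperature, in the dark. Measured by: fluorescence intensity, excitation 480 nm, emission 540 nm. Evaluation: normalized % inhibition.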
* hit, by the source's call; i = inactive; . = not tested or not shown; & = joins results of further samples.

mol | NadD block | Rpn11 inh | CSN deneddyl inh | Neddylation inh | Rin1-Abl PPI inh | DNMT1 inh | LMPTP block | Scp1 inh | SUMO1 PPI mod | STEP block
O=C(OCC(=O)c1cccs1)c1cccc(C(=O)OCC(=O)c2cccs2)n1 | 7 | i | 5 | i | 2 | 12 | 0.5 | -12 | -2 | 4
CC(=O)Nc1ccc(S(=O)(=O)NCc2nc(-c3ccc(C)cc3)no2)cc1 | -3 | i | -1 | i | 4 | -1 | -2.4 | -5 | 4 | -3
COc1ccc(CNC(=O)CN(Cc2ccc(F)cc2)C(=O)CCC(=O)Nc2nccs2)cc1 | -2 | i | -5 | i | -1 | 1 | 0.1 | 1 | -1 | 2
COc1ccccc1/C=N/NC(=O)CC(=O)Nc1ccc(Cl)c(Cl)c1 | -3 | i | -3 | i | -1 | -14 | 1.2 | 3 | -8 | -2
CCOc1ccc(C(=O)NNC(=O)c2cc(S(=O)(=O)N3CCOCC3)ccc2Cl)cc1 | 3 | i | -3 | i | 0 | 1 | 0.8 | -2 | 7 | 1
O=C(CN1CCN(c2ccccc2)CC1)N1CCc2ccccc21 | -1 | i | -3 | i | 7 | 3 | -0.8 | -5 | 3 | -2
COC(=O)[C@@H]1C[C@@H](c2ccccc2)[C@H](C)C1(C)C | 1 | i | -1 | i | 4 | -3 | 2.5 | -8 | -1 | -1
O=C(C1=C(c2ccccc2)C(=O)c2ccccc2C1=O)c1ccccc1 | -6 | i | 1 | i | 4 | -15 | 1.0 | -20 | 1 | 0
Cc1ccc(S(=O)(=O)/C(C#N)=C/c2ccccc2OCc2ccccc2)cc1 | -1 | i | -6 | i | 0 | 4 | 1.8 | -10 | 1 | 1
N#CCC(=O)NCC1(c2ccccc2)CCCC1 | -4 | i | -6 | i | -3 | 2 | -1.8 | -4 | -3 | -10
O=[N+]([O-])c1ccc(N2CCCC2)c([N+](=O)[O-])c1 | -3 | i | -4 | i | -5 | -2 | -0.1 | . | -33 | 2
CC(=O)c1ccc(NC(=O)COC(=O)c2ccccc2N=Nc2ccc(N(C)C)cc2)cc1 | 4 | i | 3 | i | -3 | -9 | 7.2 | 13 | -51 | 9

Ordered by length of the SMILES (ascending): 6 of the compounds above
mol | NadD block | Rpn11 inh | CSN deneddyl inh | Neddylation inh | Rin1-Abl PPI inh | DNMT1 inh | LMPTP block | Scp1 inh | SUMO1 PPI mod | STEP block
N#CCC(=O)NCC1(c2ccccc2)CCCC1 | -4 | i | -6 | i | -3 | 2 | -1.8 | -4 | -3 | -10
O=C(CN1CCN(c2ccccc2)CC1)N1CCc2ccccc21 | -1 | i | -3 | i | 7 | 3 | -0.8 | -5 | 3 | -2
O=[N+]([O-])c1ccc(N2CCCC2)c([N+](=O)[O-])c1 | -3 | i | -4 | i | -5 | -2 | -0.1 | . | -33 | 2
Cc1ccc(S(=O)(=O)/C(C#N)=C/c2ccccc2OCc2ccccc2)cc1 | -1 | i | -6 | i | 0 | 4 | 1.8 | -10 | 1 | 1
CC(=O)Nc1ccc(S(=O)(=O)NCc2nc(-c3ccc(C)cc3)no2)cc1 | -3 | i | -1 | i | 4 | -1 | -2.4 | -5 | 4 | -3
COc1ccc(CNC(=O)CN(Cc2ccc(F)cc2)C(=O)CCC(=O)Nc2nccs2)cc1 | -2 | i | -5 | i | -1 | 1 | 0.1 | 1 | -1 | 2

(further entries)
mol | NadD block | Rpn11 inh | CSN deneddyl inh | Neddylation inh | Rin1-Abl PPI inh | DNMT1 inh | LMPTP block | Scp1 inh | SUMO1 PPI mod | STEP block
CC(=O)Nc1ccc(NC(=O)Nc2ccccc2C)cc1 | -9 | i | -1 | i | -2 | 0 | -2.1 | -7 | 0 | 0
COc1cc(CC(=O)NNC(=O)c2cccs2)cc(OC)c1OC | -1 | i | -4 | i | 2 | 0 | -1.1 | -6 | -5 | -3
CCSc1cc(N2CCCC2)nc(-c2cccc(C)c2)n1 | 8 | i | -2 | i | -1 | 4 | 1.0 | -4 | -15 | 1
CCn1c(C)nc2cc(C(=O)NNC(=S)Nc3ccc(Cl)cc3)ccc21 | 0 | i | -4 | i | -2 | -3 | 0.7 | 3 | 2 | 3
CN1OC[C@@H]2CN[C@H](c3ccc(-c4ccc(C#N)cc4)cc3)C[C@@H]21 | -1 | i | 6 | i | -2 | 0 | -2.4 | . | 1 | -1
O=C1CC(c2cc(F)ccc2F)c2cc3c(cc2N1)CCC3 (centres undefined) | -3 | i | 3 | i | 1 | -2 | -1.0 | -3 | 1 | 1
Cn1c(=O)c2cc(NC(=S)NC3CCCCC3)ccc2n1Cc1ccc(Cl)cc1 | 12 | i | 2 | . | -2 | -11 | 3.5 | . | 5 | 4
CC1CCCN(C(=S)NC2CCCC2)C1 (centres undefined) | 8 | i | -6 | i | 5 | -2 | 0.3 | -1 | 0 | -1
COC(=O)c1sccc1NC(=O)C1CC2CCC1C2 (centres undefined) | -7 | i | 0 | i | 2 | 1 | 0.3 | -11 | 2 | 1
N#Cc1ncc(C(F)(F)F)cc1Sc1ccccc1N | 5 | i | 3 | i | -5 | -2 | 2.0 | -8 | -1 | -1
O=C1COc2ccc(-c3csc(NCC4CCCO4)n3)cc2N1 (centres undefined) | -2 | i | 4 | i | -6 | -6 | 33 | -3 | -4 | 1
O=C(COC(=O)c1ccccc1NC(=O)c1ccco1)NCc1ccc2c(c1)OCO2 | -2 | i | -2 | i | 0 | 3 | -0.7 | 18 | -2 | 2
O=c1oc2ccc(C#CC3(O)CCCCC3)cc2cc1-n1cc(C2(O)CCCCC2)nn1 | -2 | i | 5 | i | 3 | 1 | -0.7 | -8 | -1 | -2
COc1ccccc1N1C(N)=NC(N)=NC1(C)C | -3&4 | i | -2&-3 | i | 3&2 | 0&2 | -2.6&-1.3 | -4 | -6&1 | -4&-4
CCC(C(=O)Nc1nccs1)c1ccccc1 (centres undefined) | 3 | i | -9 | i | -2 | -1 | -0.9 | 3 | -3 | -3
Cc1nc(-c2ccccc2)sc1C(=O)/C=C/c1ccccc1 | 2 | i | 18 | i | 2 | 7 | 2.7 | -11 | -9 | 1
Cc1cc(=O)[nH]c(SCc2cc(=O)n3nc(C)sc3n2)n1 | -5 | i | -5 | i | 6 | 4 | -1.9 | -7 | 2 | 1
Cc1cccc(C(=O)N2CCN(C(=O)c3cccc(C)c3)C(C)C2)c1 (centres undefined) | -1 | i | 1 | i | 3 | 2 | 0.7 | -3 | 1 | -1
CCC(=O)N(c1nnc(SCC(=O)Nc2ccc(N3CCOCC3)cc2)s1)C1CC1 | 6 | i | -4 | i | 1 | 1 | -0.8 | -5 | 1 | -1
CCC(C)(C)n1nnnc1C(c1ccccc1)N1CCN(Cc2ccccc2)CC1 (centres undefined) | 10 | i | -2 | i | 3 | 2 | -0.4 | -5 | -2 | -2
COc1ccccc1C(=O)N(Cc1ccco1)C1CCS(=O)(=O)C1 (centres undefined) | 1 | i | -5 | i | 3 | 1 | 1.0 | 4 | -1 | -20
COc1ccc(S(=O)(=O)N2CCC(C(=O)Nc3c(F)cccc3F)CC2)cc1 | -1 | i | -3 | i | 0 | -2 | -2.4 | -9 | -3 | -2
O=C(COc1ccc(Cl)cc1Cl)NC1CC1 | -6 | i | 7 | i | 2 | 7 | -1.9 | . | 3 | 0
CC1(C(=O)N2Cc3ccccc3C2)CCN1C(=O)C1(c2ccccc2)CC1 (centres undefined) | -1 | i | 2 | i | 4 | 1 | -1.4 | . | 4 | -1

Fetched one by one from above, two records:
mol | NadD block | Rpn11 inh | CSN deneddyl inh | Neddylation inh | Rin1-Abl PPI inh | DNMT1 inh | LMPTP block | Scp1 inh | SUMO1 PPI mod | STEP block
COc1ccc(S(=O)(=O)N2CCC(C(=O)Nc3c(F)cccc3F)CC2)cc1 | -1 | i | -3 | i | 0 | -2 | -2.4 | -9 | -3 | -2
COc1ccccc1N1C(N)=NC(N)=NC1(C)C | -3&4 | i | -2&-3 | i | 3&2 | 0&2 | -2.6&-1.3 | -4 | -6&1 | -4&-4

Remaining list, next part:
mol | NadD block | Rpn11 inh | CSN deneddyl inh | Neddylation inh | Rin1-Abl PPI inh | DNMT1 inh | LMPTP block | Scp1 inh | SUMO1 PPI mod | STEP block
Nc1ccc(-n2nncc2-c2ccc(Cl)cc2)cc1 | -5 | i | 0 | i | -1 | -1 | 0.0 | 0 | -9 | 21
O=C(CNC(=O)c1ccc(Br)o1)NCCc1ccc(F)cc1 | -4 | i | -4 | i | 4 | 2 | -0.2 | -7 | 2 | -2
CCCCN1C(=O)C(CC(=O)NCCCCc2ccccc2)CC(C(=O)N(C(C)C)C(C)C)=C1C (centres undefined) | -1 | i | 1 | i | 2 | 2 | -0.5 | . | 0 | 2
Cn1cccc1CC(=O)NNC(=O)Nc1ccc(F)cc1 | 4 | i | -3 | i | 1 | -4 | -0.5 | -6 | 1 | -1
O=C(C1=C(O)C(=O)N(CC2CCCO2)C1c1ccccc1)c1ccco1 (centres undefined) | 3 | i | 2 | i | 0 | -3 | -0.6 | -1 | -1 | 2
CC(C)(C)c1ccc(C(=O)NC(=S)NCc2cccnc2)cc1 | 2 | i | -4 | i | -1 | 11 | 2.4 | -4 | 5 | 0
O=C(NCCO)c1ccc2c(c1)S(=O)(=O)c1ccccc1C2=O | -2 | i | 2 | i | -2 | -3 | -0.6 | -2 | -32 | 1
O=C(COC(=O)c1cc(=O)[nH]c2ccccc12)Nc1nc(-c2ccc(F)cc2)cs1 | 21 | i | 1 | i | 0 | -5 | 2.5 | 6 | -5 | 0
COc1ccc(OC)c(S(=O)(=O)N2CCCC(N3CCN(c4ccccc4)CC3)C2)c1 (centres undefined) | -3 | i | -2 | i | -2 | 12 | -0.1 | -10 | 4 | 0
CCn1nnc2cc(C(=O)NCC(c3ccccc3OC)N(C)C)ccc21 (centres undefined) | 0 | i | -1 | i | 2 | 2 | -1.8 | -10 | 1 | 1
COc1ccc(OC)c(-c2cc(C(=O)Nc3ccccc3C(N)=O)c3ccccc3n2)c1 | 3 | i | 2 | i | -8 | -4 | 0.7 | -8 | 1 | -7
Cc1ccc(C)c(S(=O)(=O)Nc2ccc(C(=O)NCCc3ccccn3)cc2)c1 | -2 | i | -1 | i | -3 | -1 | -1.4 | -7 | 1 | 5

Screening results deposited in PubChem by several laboratories.
